Mm-Cpn inhibitor – inhibitors of Methanococcus maripaludis chaperonin (MmCpn); purified Mm-Cpn ATPase, ADP Transcreener TR-FRET; Potency, µM (highest dose often 76.9 µM), for the others: at the top dose activity, negative = inhibition, hits mostly inhibitors; 0.031% of 330,000 active; note: potency is the fitted concentration of half-maximal effect; % is set by controls: 0 for no effect and ±100 for the full control effect; nearly all actives have a fitted effect of over 80% in size
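ATPase read-out: TR-FRET ADP immunoassay (anti-ADP Eu cryptate vs ADP-d2), ex 320 nm, em 590/665 nm; signal drops as ADP forms. Enzyme 25 nM, ATP 10 uM, 30 min at 37°C after 10 min compound preincubation.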
pAkt inh – inhibitors of Akt phosphorylation; Neuro2A IGF-stimulated pAkt S473 HTRF, 20 min; stronger effect = lower value; activity change, % for hits at 50 µM; 0.32% of 360,000 active; in the data active = activity change below about -80%; inconclusive = mostly about -51% to -80%; note: % is set by controls: 0 for no effect and ±100 for the full control effect
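Neuro2A cells in DMEM with 0.5% FBS, overnight at 37 deg C, given compound at single 50 µM final, then IGF (6 nM final) for 20 min at 37 deg C. Lysed; phospho-Akt Ser473 by HTRF after 24 h, 665/615 ratio.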
GLP1R inv ag – acts as inverse agonist at human GLP-1 receptor | P43220 | HEK293 GLP-1R CRE-luciferase, luminescence, 24 h; GLP-1R form is constitutively active | Potency, µM (titrated, usually from 38.3 µM), for the others: top-dose activity change, negative = inhibition, usual class: inhibitors | 1.6% of 410,000 active | AID 624417; note: potency is the fitted concentration of half-maximal effect; % is set by controls: 0 for no effect and ±100 for the full control effect; nearly all actives have a fitted effect of over 55% in size
Target sequence (P43220 whole entry, looked up): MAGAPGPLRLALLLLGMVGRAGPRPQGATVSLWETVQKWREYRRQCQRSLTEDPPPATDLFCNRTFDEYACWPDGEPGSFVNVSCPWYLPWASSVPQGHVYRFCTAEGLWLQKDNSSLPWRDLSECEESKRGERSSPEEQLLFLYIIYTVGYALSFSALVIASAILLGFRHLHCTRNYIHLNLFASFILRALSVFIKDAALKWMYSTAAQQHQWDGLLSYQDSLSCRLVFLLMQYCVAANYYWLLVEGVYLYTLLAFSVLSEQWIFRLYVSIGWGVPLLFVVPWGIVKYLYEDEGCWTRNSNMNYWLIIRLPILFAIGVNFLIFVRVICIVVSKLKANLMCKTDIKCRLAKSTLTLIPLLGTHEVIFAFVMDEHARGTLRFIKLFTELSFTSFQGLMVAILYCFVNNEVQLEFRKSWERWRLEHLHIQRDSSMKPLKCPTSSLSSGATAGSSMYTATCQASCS
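Cells are plated, allowed 12 hours at 37 deg C, then treated with compounds for 24 hr before luciferase detection reagent is added and luminescence is read after 12 min at room temperature. The HEK293 line carries constitutively active GLP-1R with a cAMP-responsive reporter.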
aSyn rescue – inhibitors of alpha-synuclein toxicity in yeast | AID 652106 | Yeast expressing alpha-synuclein, growth rescue, BacTiter-Glo, 24 h | 0.14% of 370,000 active | Potency, µM (titrated, usually from 46.1 µM), for the others: at the top dose growth rescue (activation), usual class: activators; note: potency is the fitted concentration of half-maximal effect; % of control where 0% means no effect; nearly all actives have a fitted effect of over 65% in size
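Readout is rescue of growth in alpha-synuclein-expressing yeast, so inhibitors of toxicity appear as activators. Growth after 24 hr at 30 deg C in galactose medium is quantified by luminescence.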
HEK293 tox – cytotoxic in the GLP-1 receptor inverse agonist counter-screen; AID 624418; Potency, µM (titrated, usually from 38.3 µM), inactives show at the top dose activity change, negative = inhibition, usual class: inhibitors; HEK293 cAMP-luciferase reporter cells, luminescence, 24 h; 0.13% of 410,000 active;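 note: loss of luciferase light is scored as toxicity; potency is the fitted concentration of half-maximal effect; % is set by controls: 0 for no effect and ±100 for the full control effect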
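Luminescence readout: signal drop marks cytotoxicity. Plated cells grew 12 h at 37 °C, 5% CO2, received 23 nL compound for 24 h, then got luciferase reagent, read after 12 min at RT.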
TDP43 rescue – rescues yeast growth from TDP-43 toxicity; TDP-43 expressing yeast growth rescue, BacTiter-Glo, 24 h; Potency, µM (doses to about 46.1 µM), for the others: top-dose growth rescue (activation), usual class: activators; 1.8% of 410,000 active; AID 652104; note: potency is the fitted concentration of half-maximal effect; % of control where 0% means no effect; nearly all actives have a fitted effect of over 50% in size
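Galactose-induced TDP-43 yeast, OD600=0.02, compound pinned; 24 hr, 30 deg C; BacTiter-Glo luminescence for growth. Inhibitors of TDP-43 toxicity read as activators.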
PTHR1 agonist – PTHR1 (human) receptor agonism; Q03431; HEK293 GP2 PTHR1 cells, GloSensor cAMP luminescence, 1 h; Potency, µM (series often up to 115 µM), without a hit: at the highest dose activation, actives largely listed as activators; 0.075% of 410,000 active; AID 743266; note: potency is the fitted concentration of half-maximal effect; nearly all actives have a fitted effect of over 55% in size; some results filed as inactive show a strong effect at the top dose; inactives centre near -15; many of its hits are not listed in these tables
Target sequence (Q03431 whole entry, looked up): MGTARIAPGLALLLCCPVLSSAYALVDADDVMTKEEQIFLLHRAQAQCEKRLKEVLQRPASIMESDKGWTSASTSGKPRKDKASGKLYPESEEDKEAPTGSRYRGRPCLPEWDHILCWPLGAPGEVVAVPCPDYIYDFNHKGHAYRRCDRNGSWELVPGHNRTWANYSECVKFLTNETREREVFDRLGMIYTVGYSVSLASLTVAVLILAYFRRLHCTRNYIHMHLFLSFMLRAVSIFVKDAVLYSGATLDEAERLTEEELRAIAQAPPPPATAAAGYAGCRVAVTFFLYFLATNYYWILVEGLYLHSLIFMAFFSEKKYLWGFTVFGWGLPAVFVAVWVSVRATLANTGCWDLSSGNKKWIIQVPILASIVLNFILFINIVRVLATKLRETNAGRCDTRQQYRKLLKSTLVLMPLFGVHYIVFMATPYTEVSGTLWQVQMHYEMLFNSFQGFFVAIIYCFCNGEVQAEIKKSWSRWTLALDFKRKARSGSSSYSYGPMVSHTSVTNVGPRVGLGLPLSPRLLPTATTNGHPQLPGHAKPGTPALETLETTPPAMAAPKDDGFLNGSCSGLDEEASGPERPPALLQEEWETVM
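HEK-293-derived GP2 cells expressing PTHR1 and a GloSensor cAMP reporter, 3,000/well, plated overnight, given luciferin plus IBMX (each 0.5 mM as added) for 1 h at 37 °C, then compound for 1 h at 37 °C. Luminescence was read after 15 min at room temperature.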
Abeta rescue – compounds reversing amyloid beta toxicity in yeast. yeast expressing A-beta42, growth rescue, OD600, 48 h; response scale: 0% DMSO, 100% iron-clioquinol control. Potency, µM (highest dose often 46.1 µM), inactives show at the highest dose growth rescue, usual class: activators. 0.063% of 410,000 active. AID 1347071; note: potency is the fitted concentration of half-maximal effect; nearly all actives have a fitted effect of over 55% in size
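Yeast growth medium received pinned compounds, then yeast cells expressing toxic A-beta were added; plates incubated at 30 C for 48 hr. Growth read as absorbance at 600 nm, normalized to DMSO and equimolar FeCl3 plus clioquinol controls.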
FUS suppressor – rescues growth of FUS-expressing yeast; S. cerevisiae FUS-expressing, growth rescue, OD600, 24 h; Potency, µM (series often up to 76.6 µM), inactives show at the top dose growth rescue (activation), actives largely listed as activators; 0.24% of 390,000 active; AID 1347120;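 note: potency is the fitted concentration of half-maximal effect; plate controls were DMSO vehicle for no effect and reference control for full effect; nearly all actives have a fitted effect of over 55% in size; some results filed as inactive show a strong effect at the top dose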
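Galactose (2%) drives FUS expression in yeast precultured in raffinose; seeding density OD 0.005. Test compounds incubated 24hr at 30C and 99% humidity before absorbance at 600 nm was measured.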
Numbers without * were called inactive; i = inactive; ? = inconclusive; . = no result given; [ ] = dose if it differs, or a comment. Unless noted, calls come from the whole dose curve; as a rule, active = well fitted curve in the direction sought with a large enough effect; inconclusive = small, poorly fitted or top-dose-only effect, or another doubt; inactive = no such curve, though single readings can be large; an effect the other way counts as inactive or inconclusive. This is a subset, so the mix of outcomes need not match the whole.

The line under a structure holds: HEK293 tox | aSyn rescue | GLP1R inv ag | FUS suppressor | pAkt inh | TDP43 rescue | Abeta rescue | PTHR1 agonist | Mm-Cpn inhibitor
COc1ccc(C(=O)Nc2ccccn2)cc1
    -4.9% | 8.2% | 35.1%[activator] | -21.3% | i | 28.5% | -0.7% | -4.3%[57.5 µM] | 0.6%
O=C(Nc1ccc(F)cc1)c1ccc(COc2ccccc2)cc1
    -5.5% | 11.1% | -3.9% | 3.0% | i | 15.2% | -5.0% | i | 1.4%
Cc1ccc2nccc(C(=O)N3CCCC(N4CCN(c5ccc(F)cc5)CC4)C3)c2c1 (configuration not stated)
    0.4% | 0.5% | -6.0% | . | i | 14.9% | 7.3% | -24.0% | -1.6%
O=C(NCc1ccccn1)c1ccc(OC2CCN(Cc3ccc(CO)o3)CC2)cc1
    -3.9% | 6.0% | -1.0% | 3.2% | i | 10.3% | -13.1% | -0.4% | -0.4%
O=C(COC(=O)C1CCC(=O)N1)Nc1ccc(Oc2ccccc2)cc1 (configuration not stated)
    -0.6%[7.66 µM] | -0.2% | -9.3%[7.66 µM] | -1.4% | i | 1.3%[9.22 µM] | 3.6% | -20.3% | -6.9%
O=C(OCC(=O)N1CCc2ccccc21)c1nc(Cl)ccc1Cl
    0.0% | 16.3% | -8.7% | 3.3% | i | 17.5% | -3.2% | i | -5.5%
COCC(=O)NC1CC2CCCC(C1)N2Cc1ccccc1 (configuration not stated)
    -3.7% | 7.0% | 0.5% | 12.4% | i | -1.0% | 2.4% | i | -1.9%
N#Cc1ccc(N)cc1OCCCN1CCCCC1
    -12.0% | -13.2% | 12.2% | -32.3% | i | -1.8% | 2.9% | i | .
O=C(Cn1c(=S)[nH]c2ccccc2c1=O)N1CCN(c2ccccc2)CC1
    17.2% | -6.1% | -19.1% | -3.9% | i | 10.4% | -14.1% | -19.7% | -3.5%
N#CC(C#N)=C1C=CC=CN1/C(=C\c1ccccc1Cl)C(=O)c1ccccc1
    18.2% | -37.6%[inhibitor] | ? | . | i | ? | -39.3%[inhibitor] | -36.0%[inhibitor] | -3.5%
Cc1cc(C(=O)N/N=C2\CCCC(=O)C2)c(C)o1
    1.8% | -0.7% | 32.6%[activator] | -9.3% | i | 8.6% | 5.1% | i | 0.7%
CS(=O)(=O)N(CC(=O)Nc1ccccc1C(=O)N1CCCC1)c1ccc2c(c1)OCO2
    0.0% | -6.5% | 8.2% | 13.6% | i | -22.3% | -1.3% | i | 3.3%
CNC(=O)CC1C(=O)N(Cc2ccccc2)C(=S)N1NC(=O)c1cccc(F)c1 (configuration not stated)
    -2.6% | -9.4% | 0.0% | . | i | 6.8% | 6.1% | -24.5% | 2.7%
CCOC(=O)c1cccc(N2CC3CNC(=O)C2(C(=O)OC)N3C)c1 (configuration not stated)
    0.0% | -4.8% | 11.8% | -22.1% | i | 6.5% | 2.8% | -4.8% | 0.1%
Cc1nnc(Nc2ccc(Cl)cc2)s1
    -3.1% | -25.8% | 0.1% | 1.1% | i | ? | 6.3% | i | 1.0%
CC1(C)NC(=O)N(CC(O)COc2cc3ccccc3cc2C(=O)N2CCCCC2)C1=O (configuration not stated)
    -13.0% | 1.5% | -21.0% | 8.7% | i | 15.1% | 17.0% | i | -1.2%
Nc1[nH]c(C(=O)c2ccccc2)c(-c2ccccc2C(F)(F)F)c1C(=O)c1cccs1
    3.4% | -7.4% | -1.9% | 2.4% | i | 5.6% | -13.0% | -11.6% | .
CCn1c(SCC(=O)N2CCc3ccccc3C2)nc2c1c(=O)n(C)c(=O)n2C
    4.5% | 0.1% | 0.8% | 27.1% | i | -12.8% | 6.1% | -3.3%[57.5 µM] | 1.9%
Cc1ccc(C)c(NC(=O)CN(C)C(=O)c2ccc3c(=O)n4c(nc3c2)CCC4)c1
    -1.3% | -0.2% | 16.8% | . | i | 11.7% | 0.4% | i | 0.8%
CCOC(=O)C1(C)CCN1C(=O)c1cc(OC)c(OC)c(OC)c1 (configuration not stated)
    11.8% | 2.1% | 6.5% | -4.7% | i | -12.0% | -17.2% | 16.7% | .
CCC/C=N/NC(=O)c1ccccc1O
    -10.4% | -1.0% | 10.3% | -4.5% | i | 6.3%[9.22 µM] | 5.9% | i | -22.1%
O=C(Nc1ccc(Cl)cn1)c1ccc2c(Cl)c3c(nc2c1)CCC3
    0.8% | 4.4% | 5.0% | -24.5% | i | -2.8% | -21.4% | -15.2% | -11.5%
CCO[C@@H]1OC(C(=O)N2CCOCC2)=C[C@H](c2ccccc2)[C@H]1CCCO
    1.5% | -3.1% | 10.2% | -10.6% | i | -9.6% | -7.0% | -7.0% | .
COc1ccccc1NC(=S)N(Cc1cccnc1)Cc1ccccc1Cl
    0.3% | 2.7% | -28.5% | 2.9% | i | -11.1% | 15.1% | i | -2.1%
CCCCN1C(=O)c2ccc(C(=O)NCc3ccco3)cc2C1=O
    2.9% | -0.7% | 0.5% | 11.6% | i | ? | -13.5% | i | -2.3%
Cc1ccc(C(=O)NC(=S)NCCN2CCOCC2)cc1
    14.0% | ? | 16.0% | . | i | 0.0% | 34.5% | i | ?
COc1ccc(Cn2c(=O)[nH]c3cc(C(=O)N4CCN(c5cccc(OC)c5)CC4)ccc3c2=O)cc1
    3.3% | . | 1.0% | -16.1% | . | 2.2% | -3.5% | -20.3% | .
CCOc1cc2[nH]c(=O)n(CCCCC(=O)N3CCN(c4ccccc4OC)CC3)c(=O)c2cc1OCC
    -2.1% | . | -9.8% | 7.7% | . | 7.8%[9.22 µM] | 2.2% | i | .
O=C(CC(c1ccccc1)C1CCCCC1=O)c1ccccc1 (configuration not stated)
    0.4% | -1.0% | ? | . | i | 22.5% | 5.7% | -11.7% | .
CS(=O)(=O)Nc1ccccc1C(=O)Nc1ccccc1Cl
    -7.0% | -5.8% | -1.8% | 5.5% | i | 2.3% | 1.0% | -4.6%[57.5 µM] | -0.5%
O=C1c2ccccc2NC(c2cccs2)N1O (configuration not stated)
    -2.1% | 1.4% | 18.1% | -6.3% | i | -5.4% | -1.1% | -13.5% | -0.7%
COC(=O)c1ccc2c(=O)sc(N3CCC(C(N)=O)CC3)nc2c1
    4.5% | 0.4% | 17.7% | . | i | 8.4% | -15.8% | i | -1.6%
CCCC(=O)OC/C(O)=C(\C#N)c1nc2ccccc2[nH]1
    10µM* | -1.7% | ? | 17.5% | i | 9.9% | -5.7% | -8.0% | -4.4%
O=c1[nH]n(-c2ccccc2Cl)c(=O)c2ccccc12
    3.0% | 16.1% | 16.8% | -5.1% | i | -10.3% | -1.6% | i | -4.3%
COc1ccc(C(=O)Nc2ccc(S(=O)(=O)Nc3nccnc3OC)cc2)cc1
    -7.2% | -12.4% | 18.1% | 5.5% | i | 0.316µM* | -11.6% | -66.8%[inhibitor] | -1.1%
OC(CNc1nc(C(F)(F)F)nc2ccccc12)c1ccccc1 (configuration not stated)
    -8.2% | 3.1% | ? | 0.9% | i | 5.4% | 2.3% | -10.4% | -2.8%
CC1(C(=O)NS(=O)(=O)c2cccc(F)c2)CCN1C(=O)Cc1ccc(Cl)cc1Cl (configuration not stated)
    1.6% | -3.9% | -4.9% | 11.3% | i | 10.2% | -18.6% | i | .
COc1cccc(NC(=O)CSc2ncc(S(=O)(=O)c3ccccc3)c(=O)[nH]2)c1
    1.0% | -0.2% | 2.9% | 16.2% | i | 16.0% | 1.7% | 6.8% | 1.1%
COc1ccc(Nc2nc(N)nc(COc3ccc(OC)cc3)n2)cc1
    -15.9% | -0.5% | 37.0%[activator] | 14.0% | i | -7.6% | 2.3% | -13.3% | -2.3%
Cc1ccc(C(CC(=O)Nc2cc(C)cc(C)c2)N2Cc3ccccc3C2=O)cc1 (configuration not stated)
    -15.8% | -8.0% | ? | 39.0% | . | 21.9% | -1.9% | i | .

3 compounds from above, ordered by the value under PTHR1 agonist, ascending.
Compound	PTHR1 agonist
O=C1c2ccccc2NC(c2cccs2)N1O (configuration not stated)	-13.5%
COc1ccc(Nc2nc(N)nc(COc3ccc(OC)cc3)n2)cc1	-13.3%
OC(CNc1nc(C(F)(F)F)nc2ccccc12)c1ccccc1 (configuration not stated)	-10.4%

(listing goes on)
The line under a structure holds: HEK293 tox | aSyn rescue | GLP1R inv ag | FUS suppressor | pAkt inh | TDP43 rescue | Abeta rescue | PTHR1 agonist | Mm-Cpn inhibitor
CCc1ccccc1NC(=O)Cn1c(=O)n(CCc2ccccc2)c(=O)c2sc3ccccc3c21
    0.0% | . | 4.7% | -28.2% | . | -13.8% | -14.3% | -57.8%[inhibitor] | .
CCCOC(=O)CSc1nnc2ccc3ccccc3n12
    0.1% | . | 1.4% | 22.6% | . | 11.4% | -7.0% | -0.4% | .
O=C(Nc1ccccc1)c1cccc2c(=O)c3c([nH]c12)CCCC3
    6.4% | . | 0.1% | -18.2% | . | 24.4%[9.22 µM] | -14.8% | i | .
COc1cccc(C(O)c2nc3ccccc3n2C)c1 (configuration not stated)
    -0.7% | -1.1% | 6.4% | 7.0% | i | -12.7% | -0.7% | i | -2.9%
COc1ccc(/C=C/C(=O)c2ccccc2O)cc1
    ? | -8.3% | -20.8% | -8.2% | i | ? | -16.3% | i | -2.1%
